From PubChem BioAssay
hERG rescue – shields human hERG channel from block by proarrhythmic agents; Q12809; CHO-hERG, FluxOR thallium flux, dofetilide IC70 present; activation (rescue from dofetilide block), less the hit threshold, % at 10 µM; hit rate 0.51% among 310,000; AID 1511;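 active means activation above the mean of controls blocked by dofetilide plus 5 SD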;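 further: thallium influx through hERG after potassium depolarization seen as dye fluorescence rise; in these data hits start at about 4.7%; inactives centre near -7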
Dyrk1A ADPGlo – blocks rat Dyrk1A kinase activity. ADP-Glo luminescence, NFATc1 peptide. hit rate 0.43% among 310,000. AID 504441. Q63470. inhibition, % at 12.5 µM; in the data active means inhibition above about 50%;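 further: plate controls were vehicle with enzyme for no effect and no enzyme for full effect; many of its hits are not listed in these tables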
KCNQ1 pot – potentiates or activates the human KCNQ1 potassium channel; P51787; CHO-K1 KCNQ1, thallium flux FluxOR fluorescence; hits give high values; B-score at 10 µM; hit rate 0.35% among 310,000; AID 2648;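 active means fluorescence ratio B-score, a plate-corrected score, at least three library SD, with initial intensity B-score within 5 SD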
Target sequence (P51787 whole entry, looked up): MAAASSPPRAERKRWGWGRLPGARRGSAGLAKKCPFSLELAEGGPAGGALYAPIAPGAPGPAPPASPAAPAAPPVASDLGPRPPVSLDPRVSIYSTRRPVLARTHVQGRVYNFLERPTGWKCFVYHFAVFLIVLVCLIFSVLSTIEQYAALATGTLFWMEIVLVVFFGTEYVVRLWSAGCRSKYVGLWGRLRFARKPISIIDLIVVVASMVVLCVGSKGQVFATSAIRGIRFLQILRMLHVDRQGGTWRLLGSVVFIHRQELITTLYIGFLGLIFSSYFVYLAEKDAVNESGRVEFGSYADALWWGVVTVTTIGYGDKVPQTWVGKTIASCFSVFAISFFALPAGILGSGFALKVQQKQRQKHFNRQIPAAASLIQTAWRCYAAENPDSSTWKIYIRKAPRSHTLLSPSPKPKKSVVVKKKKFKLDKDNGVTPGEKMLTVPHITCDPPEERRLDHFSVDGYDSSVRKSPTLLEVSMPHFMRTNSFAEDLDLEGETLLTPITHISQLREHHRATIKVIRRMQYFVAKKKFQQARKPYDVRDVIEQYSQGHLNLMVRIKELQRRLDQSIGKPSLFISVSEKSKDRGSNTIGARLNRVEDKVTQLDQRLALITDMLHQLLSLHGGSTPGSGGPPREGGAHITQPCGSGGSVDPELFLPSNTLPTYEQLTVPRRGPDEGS
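Medium – assay buffer, equal DMSO in all wells · Material – CHO-K1 cell line with stable KCNQ1 potassium channel expression · Signal – kinetic FluxOR thallium fluorescence, 10-s 1-Hz baseline, 110-s post-stimulus read · Compound – single concentration per compound, DMSO matched to controls · Schedule – 37 °C overnight plating, 90-min dark dye load, 20-min compound pretreatment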
KCNK9 block – blocks the human KCNK9 two-pore domain potassium channel; Q9NPC2; HEK293 KCNK9, FluxOR thallium flux fluorescence; hits give low values; B-score at 10 µM; hit rate 1.2% among 310,000; AID 488922;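 active means ratio B-score over 3 SD below the library mean, with starting fluorescence within 5 SD of its mean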;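 further: negative B-score means less thallium flux so channel inhibition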
Target sequence (Q9NPC2 whole entry, looked up, the tested form may be a part): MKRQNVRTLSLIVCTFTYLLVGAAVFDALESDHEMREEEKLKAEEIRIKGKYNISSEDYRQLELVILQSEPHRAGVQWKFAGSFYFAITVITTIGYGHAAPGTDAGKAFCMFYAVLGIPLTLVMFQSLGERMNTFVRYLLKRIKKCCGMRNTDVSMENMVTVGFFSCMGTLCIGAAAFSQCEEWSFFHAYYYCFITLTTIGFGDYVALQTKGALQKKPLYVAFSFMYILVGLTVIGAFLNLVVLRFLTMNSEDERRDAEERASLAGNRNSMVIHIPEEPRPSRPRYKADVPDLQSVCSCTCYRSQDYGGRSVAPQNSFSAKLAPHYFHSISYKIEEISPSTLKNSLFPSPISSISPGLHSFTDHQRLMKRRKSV
KCNQ1 block – inhibitors of human KCNQ1 potassium channel. P51787. CHO-K1 KCNQ1, FluxOR thallium flux fluorescence; hits give high values. B-score at 10 µM. hit rate 1.3% among 310,000;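 active means compounds whose thallium flux B-score, printed positive for inhibition, exceeds three library SD while starting fluorescence stays within three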;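 further: channel opened by potassium depolarization with thallium stimulus after 20 min compound exposure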
HDAC3 inhib – human HDAC3 inhibition; AID 2718; O15379; inhibition, % at 8.3 µM; recombinant HDAC3, fluorogenic peptide/trypsin coupled, fluorescence; hit rate 0.15% among 320,000; in the data active means inhibition above about 26%, passing the limit was not always enough; inconclusive means no clear call, values can overlap the other calls
GSK3 alpha inh – human GSK-3 alpha kinase inhibition; P49840; ADP-Glo luminescence, 60 min; inhibition, % at 10 µM; hit rate 0.1% among 320,000;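 in the data active means inhibition above about 50%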;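 further: GST-tagged GSK-3 alpha with peptide substrate and 25 µM ATP; 0% = DMSO neutral wells and 100% = GW8510 positive control wells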
GSK3B inh – inhibitors of human GSK3beta kinase; hit rate 0.038% among 300,000; activity score (negative = inhibition), % at 10 µM; GST-GSK3beta kinase, ADP-Glo luminescence, 60 min; hits give low values;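 active means more than half of replicate wells score below -50%, meaning over 50% inhibition versus plate controls; inconclusive means some replicates but at most half score below -50%; inactive means no replicate scores below -50%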;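 further: 0% = median DMSO wells and -100% = median GW8510 positive control wells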
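Test system – GST-tagged human GSK3beta kinase, cell-free · Incubation – 60 min enzyme reaction, room temperature · Signal – ADP-Glo luminescence · Also added – peptide substrate and ATP at 25 µM · Controls – DMSO neutral wells and GW8510 at 20 µM as positive · Buffer or medium – Tris/MgCl2 kinase buffer · Measure – Luminescence-derived activity versus plate DMSO and GW8510 wells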
RGS4 act – potentiators or activators of RGS4; HEK293 M3R/inducible RGS4, carbachol calcium flux Fluo4; hits give low values; B-score at 10 µM; hit rate 0.92% among 310,000; AID 463111;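 active means B-score of the integrated calcium signal more than 4 SD below the library mean, with starting fluorescence not abnormally high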;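 further: negative B-score means reduced calcium response which marks RGS4 activation or potentiation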
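Material: Inducible-RGS4 HEK293 cells carrying M3 receptor; also added: carbachol at ECmax as muscarinic agonist stimulus; incubation: compound preincubation 20 min at room temperature before agonist; signal: Fluo4-AM (2 µM) calcium-flux fluorescence, kinetic read; measure: integrated calcium ratio converted to B score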
PolyA inh – blocks polyadenylation in yeast reporter cells | S. cerevisiae SKY197-pL101 polyadenylation reporter, beta-gal luminescence; efflux-impaired pdr1/pdr3 knockout yeast; score 100 = 6 SD above DMSO | calls only at 12 µM | hit rate 0.02% among 300,000;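 active means lowest replicate activity score at least 50, where 100 means six control SD above control mean; inconclusive means lowest score under 50 but half or more replicates reach 50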;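 further: yeast exposed to compound for 9 h at 30 °C; higher score means more reporter readthrough which indicates perturbed polyadenylation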
KCNK3 block – human KCNK3 channel inhibition, primary screen | B-score at 10 µM | hit rate 0.84% among 340,000 | CHO-KCNK3 thallium flux, FluxOR fluorescence; hits give low values;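 active means B-score under library mean minus 4 SD, starting fluorescence ratio at most library mean plus 5 SD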;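 further: more negative B-score means stronger inhibition of thallium flux through KCNK3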
Active calls of the source: *; i = inactive; ? = inconclusive; · = not tested or not shown. Some of the compounds tested; rates above refer to the full screens.

SMILES | hERG rescue | Dyrk1A ADPGlo | KCNQ1 pot | KCNK9 block | KCNQ1 block | HDAC3 inhib | GSK3 alpha inh | GSK3B inh | RGS4 act | PolyA inh | KCNK3 block
CCOC(=O)c1sc(N(Cc2ccccc2)C(=O)COC(=O)c2cnccn2)nc1C | -3 | -1 | i | i | i | 3 | -1 | 0 | i | i | i
COc1cc(-c2nc(-c3ccc(NC(=O)c4ccc(Br)o4)cc3)no2)cc(OC)c1OC | -12 | 0 | i | i | i | 0 | -1 | 0 | i | i | i
CCC(C)NC(=S)N(CCc1ccccc1)Cc1cc2cc(OC)c(OC)cc2[nH]c1=O (stereo unspecified) | -7 | -5 | i | i | i | -7 | 1 | 0 | i | i | i
O=C(O)c1ccc(S(=O)(=O)N(Cc2ccc(F)cc2)C2CCCCC2)cc1 | -5 | 1 | i | i | i | -4 | -1 | 3 | i | i | i
O=C1c2ccccc2NC(c2ccc(F)cc2)N1Cc1ccccc1 (stereo unspecified) | -3 | -1 | i | i | i | -41 | -1 | -2 | i | i | i
Cc1c(Br)c([N+](=O)[O-])nn1C(C)C(=O)NCc1cccnc1 (stereo unspecified) | -4 | 0 | i | i | i | -3 | 1 | 0 | i | i | i
Cc1c(C(=O)OC2CCCC2C)[nH]c2c1C(=O)CCC2 (stereo unspecified) | -4 | 12 | i | i | i | 6 | -2 | -6 | i | i | i
COc1ccc2c(-c3cc4ccc(OCc5ccc(F)cc5)cc4oc3=O)cc(=O)oc2c1 | -5 | -2 | i | i | i | -1 | 0 | 1 | i | · | i
O=C(CCl)N1N=C(c2ccco2)CC1c1ccco1 (stereo unspecified) | -2 | -4 | i | i | i | 11 | -1 | 0 | i | i | i
COCCNc1nc(C)cc(-c2cc(-c3ccc(Cl)cc3)on2)n1 | -5 | -3 | i | i | i | 5 | -1 | 0 | i | i | i
Cn1c(C(=O)NCc2ccccn2)cc2c(=O)n(C)c3ccccc3c21 | -16 | 19 | i | i | i | 3 | · | -4 | i | i | i
O=S(=O)(Nc1cccc2nsnc12)c1ccccc1 | -6 | -7 | i | i | i | 5 | -3 | 1 | i | i | i
Nc1nnnn1/N=C/c1cccc(Br)c1 | 0 | -4 | i | i | i | 3 | -2 | 0 | i | i | i
N#Cc1ccc(C(=O)NC23CC4CC(CC(C4)C2)C3)cc1 | -3 | -1 | i | i | i | 1 | 1 | -1 | i | i | i
COCCNC(=S)Nc1cc(OC)c(NC(=O)c2ccco2)cc1OC | -7 | -1 | i | i | i | 4 | 2 | 3 | i | i | i
COc1ccc(S(=O)(=O)N2CCN(Cc3ccc4c(c3)OCO4)CC2)c2ccccc12 | -6 | -5 | i | i | i | -5 | 1 | -5 | i | i | i
Oc1c(C=Nc2ccccc2)sc(=S)n1Cc1ccccc1 | -5 | -3 | i | i | i | 11 | -1 | 1 | i | i | i
Cc1ccc(-n2cc(-c3ccccc3)c3c(=O)[nH]cnc32)cc1 | -11 | -15 | i | i | i | 11 | -1 | -22 | i | i | i
O=C(COc1ccc2c3c(c(=O)oc2c1)CCCC3)NCCN1CCOCC1 | -4 | -5 | i | i | i | -20 | 0 | 2 | i | i | i
CN(Cc1ccccc1)S(=O)(=O)c1ccc(NC(=S)NC(=O)C(C)(C)C)cc1 | -6 | -2 | i | i | i | -1 | 4 | 1 | i | i | i
NNC(=O)c1cc2sccc2s1 | -7 | · | i | i | i | -4 | -2 | -1 | i | i | i
CCOc1ccc(S(=O)(=O)N(C(=O)c2ccco2)c2cc3sc(=O)oc3c3ccccc23)cc1 | -1 | -4 | i | i | i | 1 | 4 | -1 | i | i | i
CC1(C)CC(=O)C(C=NCC2CCN(C(=S)Nc3ccccc3)CC2)=C(O)C1 | -2 | · | i | i | i | 1 | -2 | 1 | i | i | i
CCCCCCCn1ccc(=N)cc1 | -10 | 4 | i | i | i | 10 | 0 | 3 | -9.2* | i | i
O=C(c1ccc(C(F)(F)F)cc1)C1CCCN(C(=O)c2cnccn2)C1 (stereo unspecified) | -13 | 3 | i | i | i | -11 | -3 | 0 | i | i | i

(listing goes on)
SMILES | hERG rescue | Dyrk1A ADPGlo | KCNQ1 pot | KCNK9 block | KCNQ1 block | HDAC3 inhib | GSK3 alpha inh | GSK3B inh | RGS4 act | PolyA inh | KCNK3 block
O=C(Cc1ccccc1)NCc1ccc(F)cc1 | -5 | · | i | i | i | -2 | -2 | 3 | i | i | i
CC(C)NC(=O)NC(=O)CSc1nnc(-c2c[nH]c3ccccc23)o1 | -11 | 3 | i | i | i | 3 | 14 | 1 | i | i | i
CC(C)N1CCNCC1 | -10 | 1 | i | i | i | 4 | 1 | 0 | i | i | i
COC(=O)c1nnn(-c2nc(N(C)C)nc(N(C)C)n2)c1C | -7 | 1 | i | i | i | 2 | -3 | · | i | i | i
O=C(CN1C(=O)NC2(CCc3ccccc32)C1=O)NCC(F)(F)F (stereo unspecified) | -2 | -5 | i | i | i | 2 | 1 | -21 | i | i | i
Cc1cccc(C)c1NC(=O)CN(C)C(=O)c1cc(S(=O)(=O)N(C)C)ccc1N1CCCC1 | -4 | 0 | i | i | i | 1 | 0 | 4 | i | i | i
COc1cc(OC)cc(C(=O)N[C@@H](CCSC)c2nc3ccccc3[nH]2)c1 | -1 | 4 | i | i | i | -2 | -1 | -1 | i | i | i
CC(=O)c1ccc(OC2OCCOC2Oc2ccc(C(C)=O)cc2)cc1 (stereo unspecified) | -8 | 0 | i | i | i | -1 | -2 | 7 | i | i | i
O=C(O)CCc1ccc(-c2cccs2)n1NC(=O)c1ccco1 | -12 | 4 | i | i | i | -8 | 2 | 1 | i | i | i
COc1cc(NC(=O)c2ccccc2OCc2ccccc2)cc(OC)c1OC | 11* | -4 | i | i | i | 6 | -2 | -1 | i | i | i
CN1CCN(CCCNC(=O)c2ccc3c(=O)n(CCc4ccccc4)c(=O)[nH]c3c2)CC1 | -5 | 7 | i | i | i | 3 | 2 | -7 | i | i | i
N#CC12CCCCC1CC1CCCCC1(C#N)N2Cc1ccccn1 (stereo unspecified) | -6 | 6 | i | i | i | -9 | 10 | -3 | i | i | i
Fc1cccc(F)c1-c1nc(-c2ccncc2)no1 | 3 | -4 | i | i | i | 3 | 3 | 2 | i | i | i
CCC(C)N(C(=O)COC(=O)c1cc([N+](=O)[O-])ccc1N1CCOCC1)C1CCS(=O)(=O)C1 (stereo unspecified) | -6 | -1 | i | i | i | 0 | 0 | 4 | i | i | i
Fc1ccccc1C1CC(c2ccco2)=Nc2ccccc2S1 (stereo unspecified) | -12 | · | i | -6.9* | i | -3 | -2 | -2 | i | i | i
CN(C(=O)CSc1nc2c(cnn2-c2ccccc2)c(=O)[nH]1)C1CCS(=O)(=O)C1 (stereo unspecified) | -10 | · | i | i | i | 2 | 5 | 1 | i | i | ·
COc1ccc(OC)c(C2=NOC(C(=O)Nc3cccnc3)C2)c1 (stereo unspecified) | -8 | 2 | i | i | i | -5 | 0 | -4 | i | i | i
CCc1cccc(NC(=O)COC(=O)c2cc([N+](=O)[O-])ccc2N2CCOCC2)c1 | -12 | -4 | i | i | i | 5 | -2 | -1 | i | i | i
Nc1nc(Sc2ccc([N+](=O)[O-])cc2[N+](=O)[O-])n[nH]1 | -1 | · | i | i | i | -2 | 2 | 0 | i | i | i
CCOC(=O)c1ccccc1NC1c2ccccc2C(=O)N1C1CCN(C(=O)OCC)CC1 (stereo unspecified) | -14 | 4 | i | i | i | -6 | -2 | -4 | i | i | i
O=S(=O)(NCC(O)c1ccccc1)c1cc(Cl)sc1Cl (stereo unspecified) | -12 | · | i | i | i | ? | -1 | -1 | i | i | i
Cc1cccc(OCC(=O)NNc2c3ccccc3nc3ccccc23)c1 | -1 | -2 | i | i | i | 0 | · | 1 | i | i | i
Cc1ccc(S(=O)(=O)N/N=C/c2ccc(OC3CSC3)cc2)cc1 | -5 | 4 | i | i | i | -4 | 2 | 2 | i | i | i
Cc1nn2c(=O)cc(CSc3ccccc3NC(=O)c3ccccc3F)nc2s1 | -8 | -1 | i | i | i | -1 | 1 | -2 | i | i | i
O=C(N/N=C/c1c[nH]c2ccccc12)c1ccncc1 | -5 | -5 | i | i | i | 3 | 3 | -5 | i | i | i

(continued)
SMILES | hERG rescue | Dyrk1A ADPGlo | KCNQ1 pot | KCNK9 block | KCNQ1 block | HDAC3 inhib | GSK3 alpha inh | GSK3B inh | RGS4 act | PolyA inh | KCNK3 block
CCOC(=O)C1=C(O)C(=O)N(c2ccc(S(N)(=O)=O)cc2)C1c1ccc(OC)cc1OC (stereo unspecified) | -10 | 1 | i | i | i | -4 | 0 | 0 | i | i | i
COc1ccc(NC(=O)CSc2nc3[nH]ncc3c(=O)n2-c2ccccc2C)cc1OC | -9 | -5 | i | i | i | 0 | -1 | -4 | i | i | i
COC(=O)c1c(C#N)c(N)nc2c1CCC2 | -3 | -4 | i | i | i | -4 | -1 | 6 | i | i | i
CCOC(=O)c1[nH]ncc1CN1CCCC(C(=O)c2cccc(OC(C)C)c2)C1 (stereo unspecified) | -14 | 4 | i | i | i | 3 | -1 | -9 | i | i | i
NS(=O)(=O)c1ccc(CCNC(=O)COC(=O)CCc2ccccc2)cc1 | -14 | 2 | i | i | i | -1 | 0 | 0 | i | i | i
COC(=O)C1C(c2ccc(OC)c(OC)c2)NC(c2ccc(OC)c(OC)c2)C(C(=O)OC)S1(=O)=O (stereo unspecified) | -3 | · | i | i | i | -8 | -1 | 0 | i | i | i
Cn1cc(CCC(=O)N2CCCC(CCC(=O)NCc3ccccc3F)C2)cn1 (stereo unspecified) | -12 | 12 | i | i | i | 6 | -1 | 1 | i | i | i
COc1ccc(OCCSc2nc(-c3ccccc3)cc(=O)[nH]2)cc1 | -2 | 5 | i | i | i | 0 | -3 | 2 | i | i | i
CCNc1oc(-c2cccc3ccccc23)nc1C#N | -5 | 2 | i | i | i | -4 | · | 3 | i | i | i
COc1cccc(-n2c(C)cc(/C=C3/C(=N)N4C(=NC3=O)SN=C4S(C)(=O)=O)c2C)c1 | -19 | 1 | i | i | i | 12 | 1 | 2 | i | i | i
